# CatG inh: blocks human cathepsin G enzyme activity; inhibition, % at 5 µM (by protocol); P08311; 62,000 tested, 0.2% active; AID 581; purified enzyme, AMC-tetrapeptide fluorescence, pooled mixtures;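 active = inhibition above 20% in each of the two mixture wells holding the compound; inactive = inhibition of 20% or less in either well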;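 also: 0% = enzyme control without mixture and 100% = blank lacking enzyme; strong numbers were not always called active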
# ROCK2 inh: inhibitors of human Rho kinase 2; purified ROCK2, Kinase-Glo ATP depletion luminescence; inhibition, % at 6 µM; O75116; 60,000 tested, 0.35% active;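 active = inhibition above the screen-wide mean inhibition plus 3 SD, cut at about 18% in these data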;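 also: plate controls were DMSO wells for no effect and Y-27632 control wells after no-enzyme background subtraction for full effect; many of its hits are not listed in these tables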
# JNK3 inh: inhibitors of human JNK3 kinase; P53779; purified JNK3 kinase activity, HTS; inhibition, % at 8 µM; 60,000 tested, 0.61% active; AID 746; in the data active = inhibition above about 17%;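 also: 0% = DMSO and 100% = reference inhibitor; many of its hits are not listed in these tables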
# Target sequence (P53779 whole entry, looked up): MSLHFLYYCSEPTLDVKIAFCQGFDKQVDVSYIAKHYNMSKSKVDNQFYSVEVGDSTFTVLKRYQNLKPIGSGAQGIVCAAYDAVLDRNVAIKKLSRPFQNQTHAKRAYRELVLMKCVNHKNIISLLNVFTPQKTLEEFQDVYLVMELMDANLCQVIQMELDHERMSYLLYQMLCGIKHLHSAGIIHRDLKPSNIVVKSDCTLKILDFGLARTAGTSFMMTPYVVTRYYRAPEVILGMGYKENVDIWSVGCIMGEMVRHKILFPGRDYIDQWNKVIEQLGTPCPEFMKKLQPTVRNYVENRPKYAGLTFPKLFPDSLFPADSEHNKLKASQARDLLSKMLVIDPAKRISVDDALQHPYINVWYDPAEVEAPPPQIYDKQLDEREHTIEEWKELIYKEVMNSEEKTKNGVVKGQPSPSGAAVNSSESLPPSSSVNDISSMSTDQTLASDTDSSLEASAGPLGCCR
# CatL inh: inhibitors of human cathepsin L | inhibition, %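 (tested at 10 µM)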 | AID 460 | purified cathepsin L, fluorogenic substrate, fluorescence | 58,000 tested, 0.17% active | P07711; in the data active = inhibition above about 45%;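 also: 0% = enzyme with no compound and 100% = no enzyme blank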
# Target sequence (P07711 114-288 limits assumed): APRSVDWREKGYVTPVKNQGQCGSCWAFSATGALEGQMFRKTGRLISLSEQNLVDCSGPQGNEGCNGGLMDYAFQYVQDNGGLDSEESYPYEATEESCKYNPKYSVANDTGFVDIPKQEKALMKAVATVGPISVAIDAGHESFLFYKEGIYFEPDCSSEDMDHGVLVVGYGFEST
# Target sequence (P07711 292-333 limits assumed): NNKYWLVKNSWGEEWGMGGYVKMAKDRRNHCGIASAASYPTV
# PKA inh: PKA (human) kinase inhibition; inhibition, % at 6 µM; P17612; 65,000 tested, 0.1% active; PKA Kemptide phosphorylation, Kinase-Glo ATP luminescence;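 active = inhibition above the screen-wide mean inhibition plus 3 SD, cut at about 21% in these data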; also: many of its hits are not listed in these tables
# FXIa mix inh: inhibitors of human coagulation factor XIa, pooled mixtures; P03951; purified FXIa, fluorogenic substrate; inhibition, % at 5 µM; 62,000 tested, 0.19% active;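 also: each value is inhibition by a whole ten-compound pool holding the compound; 0% = enzyme with no mixture and 100% = wells lacking enzyme; strong numbers were not always called active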
# C1s inh: blocks human complement C1s protease activity; P09871; purified C1s, fluorogenic AMC substrate, pooled mixtures; mean inhibition % of two 10-compound mixtures (hits give high values), % at 5 µM (by protocol); 62,000 tested, 0.16% active; AID 538;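 active = inhibition above 20% in each of the two 10-compound mixture wells holding the compound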;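 also: 0% = enzyme wells lacking compound mixture and 100% = no-enzyme blank wells; some compounds called inactive have numbers as strong as hits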
# CatS inh: human cathepsin S inhibition; AID 501; inhibition, %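 (tested at 5 µM per compound within 10-compound mixtures)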; recombinant cathepsin S, AMC dipeptide fluorescence, pooled mixtures; 62,000 tested, 0.06% active; in the data active = inhibition above about 32%, passing the limit was not always enough;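 also: 0% = enzyme without compound and 100% = blank without enzyme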
# Target sequence (P25774 115-331 limits assumed): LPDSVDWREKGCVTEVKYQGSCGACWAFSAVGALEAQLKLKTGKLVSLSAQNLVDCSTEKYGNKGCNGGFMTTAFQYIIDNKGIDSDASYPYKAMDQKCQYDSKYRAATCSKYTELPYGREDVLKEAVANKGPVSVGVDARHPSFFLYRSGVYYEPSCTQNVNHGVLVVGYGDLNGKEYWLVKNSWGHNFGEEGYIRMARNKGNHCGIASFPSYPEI
# FXIIa inh mix: inhibitors of human coagulation factor XIIa, pooled mixtures | 62,000 tested, 0.2% active | P00748 | purified FXIIa, fluorogenic substrate | AID 684 | inhibition, % at 5 µM;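 also: 0% = enzyme without compound and 100% = no enzyme blank; some results filed as inactive read as strong as hits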
# Active calls of the source: *; nt = not tested or not shown. Rule as the data show it, unless noted: active = inhibition above about 20% (passing the limit was not always enough); inactive = the rest.
SMILES,CatG inh,ROCK2 inh,JNK3 inh,CatL inh,PKA inh,FXIa mix inh,C1s inh,CatS inh,FXIIa inh mix
NC(=O)C1(N2CCCCC2)CCN(CC(=O)Nc2ccccc2-c2ccccc2)CC1,0,7,-7,0,12,2,3,-5,8
CCCOc1ccc(Cn2cnc3ccccc32)cc1,2,6,4,9,5,3,5,7,6
COc1cc(C(=O)OCC(=O)c2cc(C)n(C)c2C)cc(OC)c1OC,-2,4,0,0,10,2,-3,-1,-1
CSCCC(NC(=O)C1CCC(C)CC1)C(=O)NCc1ccco1 (centres undefined),-1,5,-4,-7,12,10,-1,-1,-1
Cc1nc2ccccc2nc1CSc1nncs1,11,-2,-7,-1,-4,4,17,4,0
COc1cccc(CNC(=O)CCn2c(=O)oc3ccccc32)c1,0,-1,5,-2,0,6,7,-1,1
CC(NC(=O)C1CC1)C(c1cccs1)N1CCN(c2ccccc2)CC1 (centres undefined),11,0,-4,2,2,1,6,8,7
C=CCOC(=O)C1C(=O)CC(C)(O)C(C(=O)OCC=C)C1c1ccc(OC)cc1 (centres undefined),9,7,7,21,7,4,11,0,9
CCOC(=O)c1c(C)[nH]sc1=S,nt,-4,19*,16,-5,nt,nt,nt,nt
NS(=O)(=O)c1ccc(NC(=O)CCC2CCCCC2)cc1,-7,3,1,15,5,11,-16,11,2
COc1cc(OC)cc(-c2nnc(SCC(=O)N3CCOCC3)o2)c1,-3,5,-7,3,18,2,-2,-6,-4
O=c1[nH]c2cc3c(cc2cc1C(c1nnnn1Cc1ccccc1)N1CCN2CCCC2C1)OCCO3 (centres undefined),10,-4,0,-50,-7,4,1,-3,1
CCOc1ccc(CN2CCC(C(=O)N3CCN(c4ccccc4F)CC3)CC2)cc1OC,3,6,-9,14,9,7,9,-2,-1
Cc1ccccc1OCCCC(=O)Nc1ccc2c(c1)OCO2,8,4,7,11,4,0,-13,6,-18
CCCCOC(=O)CCn1[nH]c(=O)c2ccccc2c1=O,13,-1,-3,11,2,6,15,2,0
COc1ccc(-c2nnc3sc(-c4cccs4)nn23)cc1OC,8,8,-8,-3,4,-1,-6,-3,7
CCc1noc(C)c1C(=O)N1CCCC1,-2,3,6,11,0,-2,-1,14,4
COCCNC(=O)c1ccccc1NC(=O)c1ccc(OC)c(OC)c1,-15,-4,3,-18,4,-5,-19,-13,-4
COc1ccc(CCNC(=O)c2nnc(Cc3c(F)cccc3Cl)o2)cc1OC,15,1,3,11,1,6,22,2,5
O=C1CCC(c2ccccc2)N1C(=O)c1cccnc1 (centres undefined),-2,6,3,7,8,-2,-7,16,4
O=C1c2ccccc2C(=O)N1CCN1CCCCC1,-9,-2,2,-2,12,2,-8,7,-18
COc1ccccc1NS(=O)(=O)CC12CCC(CC1=O)C2(C)C (centres undefined),0,0,-4,11,1,8,1,18,-1
Cc1ccccc1N=C1NC(=O)CS1,2,-6,4,6,-5,6,1,1,3
Cc1onc(-c2ccccc2Cl)c1C(=O)Nc1cccnc1,11,4,4,-15,8,5,10,0,-17
CCOc1ccc(C2C(C#N)=C(N)SC(N)=C2C#N)cc1OC,nt,-2,4,-3,3,nt,nt,nt,nt
COc1ccc(OC)c(NC(=O)CSc2nnc(Cc3cccn3C)n2-c2ccc(F)cc2)c1,1,7,-6,-4,8,1,-1,51,1
Cn1c(N2CCN(C(=O)C34CC5CC(CC(C5)C3)C4)CC2)nc2ccccc21,8,10,13,8,6,-3,-5,6,7
Cc1ccc2nc(C3CCN(CC(=O)N4CCCCCC4)CC3)[nH]c2c1,-26,-6,-15,13,-4,-29,-20,-30,-2
CCOc1ccc(OCC)c(NC(=O)CN(C)S(=O)(=O)c2cccc3nsnc23)c1,9,4,3,-6,3,12,10,-22,8
CCOC(=O)c1oc2cccc(O)c2c1CN1CCOCC1,1,6,-1,-2,6,6,2,1,4
COC(=O)CNc1nc(C2CC2)nc2c1nnn2Cc1ccccc1Cl,2,-6,-2,-2,-3,6,-3,-5,9
Cc1sc2nc(SCC(=O)N(C)C)[nH]c(=O)c2c1C,11,2,-4,9,-1,3,16,16,4
O=C(c1ccco1)c1cn(CC(=O)N2CCCc3ccccc32)c2ccccc12,-5,-4,0,1,-5,6,-32,-12,11
CCn1c(COc2ccccc2C)nnc1SCC(=O)CC(=O)Nc1ccccc1OC,-1,5,0,-1,-8,4,2,-1,-20
NC(=O)C1CCN(C(=O)CSCc2ccccc2Cl)CC1,11,7,-1,-5,9,5,8,-2,-25
CCOC(=O)c1cnc2c(C#N)c(C)nn2c1C,8,2,2,0,8,2,-3,0,3
CCOc1ccccc1NC(=O)C1Cc2ccccc2CN1S(C)(=O)=O (centres undefined),0,nt,nt,4,11,-1,-12,-4,-12
COc1ccccc1N1CCN(c2cc(=O)n(-c3ccccc3Cl)c(=O)[nH]2)CC1,-12,8,0,-7,11,4,-190,-14,-3
Cn1c(=O)c2c(nc(CN3CCN(CCO)CC3)n2Cc2cccc3ccccc23)n(C)c1=O,-16,1,1,5,5,-8,-79,1,4
COc1ccc2c(c1)cc(C)c1nnc(SCC(=O)N3CCN(C(=O)c4ccco4)CC3)n12,8,-3,-2,12,-4,10,-7,-4,8
CC(C)(C)n1nnnc1C(c1cccs1)N(Cc1cccnc1)CC1CCCO1 (centres undefined),8,5,-2,27,4,-3,2,5,-23
O=C(c1ccc(N2C(=O)C3CC=C(Cl)CC3C2=O)cc1)N1CCCCC1 (centres undefined),nt,-4,-5,-3,-8,nt,nt,nt,nt
O=C(NCc1ccccc1)c1ccc(=O)[nH]n1,nt,7,-7,-21,2,nt,nt,nt,nt
C=CCOc1ccc(C2C(C(=O)c3ccco3)=C(O)C(=O)N2Cc2cccnc2)cc1 (centres undefined),5,2,-1,9,5,2,-58,35,3
Cc1onc(-c2ccccc2Cl)c1-c1nc(-c2ccccn2)no1,2,-1,3,-2,5,-2,4,-1,-4
COc1ccc(-c2nnc3ccc(SCC(=O)N4CCCC4)nn23)cc1,7,2,-7,nt,4,5,5,-4,5
O=C(COC(=O)c1cncc(Br)c1)NCC1CCCO1 (centres undefined),-1,6,-6,11,1,9,-4,12,11
CCCCCn1c(NCc2ccco2)nc2ccccc21,9,0,1,nt,-7,9,14,6,2
O=C1CCCC2=C1C(c1cccs1)n1nc(SCc3ccccc3)nc1N2 (centres undefined),8,2,3,-4,3,5,7,6,10
CCn1ncc(C2=NOC(C(=O)NCc3ccc(Cl)cc3)C2)c1C (centres undefined),5,6,-2,6,4,-9,-30,3,1
COC(=O)c1ccc2c(c1)N(C)CCS2,13,2,-1,-6,4,1,6,13,6
CCOc1cc(/C=N/n2cnnc2)c(Br)cc1O,10,4,-2,-10,7,2,14,48,-18
O=C(Nc1c(C(=O)Nc2ccccc2)cnn1-c1ccccc1)c1ccco1,2,1,-9,nt,-3,9,4,10,1
CC(=O)Nc1ccc(S(=O)(=O)N2C3CCCC2CC(NC(=O)C2CCCCC2)C3)cc1 (centres undefined),0,4,1,4,2,4,0,4,4
Cc1cc(C(=O)Nc2c(C)nn(Cc3c(Cl)cccc3Cl)c2C)no1,-5,0,1,17,7,3,-35,5,11
Cc1nc2sc(C(c3ccc(Cl)cc3)N3CCN(C(=O)c4ccco4)CC3)c(O)n2n1 (centres undefined),0,7,-1,21,12,2,6,3,14
CCCNC(=O)c1cccc(Cn2nc(C)c(Br)c2C)c1,5,10,5,11,0,8,-20,0,-10
O=C(CCNS(=O)(=O)c1cccc2nsnc12)NCc1cccs1,0,nt,nt,-1,10,1,0,-1,8
CC1=CC(=C(C#N)c2nc3ccccc3s2)C=C(C)N1Cc1ccco1,9,5,3,-1,4,10,14,-4,-5
CCOC(=O)c1ccc(NC(=O)CN2C(=O)CSC2=O)cc1,10,-1,-5,16,-6,7,13,-4,13
# Continuation.
SMILES,CatG inh,ROCK2 inh,JNK3 inh,CatL inh,PKA inh,FXIa mix inh,C1s inh,CatS inh,FXIIa inh mix
O=S(=O)(c1ccccc1)N(Cc1nc(-c2ccccc2)no1)C1CCCCC1,0,7,0,0,3,2,-2,5,-16
CCn1c(-c2ccco2)n[nH]c1=S,nt,-10,4,3,2,nt,nt,nt,nt
O=C1[C@@H]2C(c3ccccc3Cl)=NO[C@@H]2C(=O)N1Cc1ccccc1,8,3,1,5,0,2,-21,-4,-13
O=C(Sc1nnnn1C1CCCCC1)c1cccs1,-4,1,-1,-1,0,3,-34,-12,-17
CSc1cccc(NC(=O)CN(c2ccc(C)cc2C)S(C)(=O)=O)c1,9,4,4,-5,7,5,13,-5,5
COc1cc(C(=O)Nc2cccc3ncccc23)cc(OC)c1OC,7,2,-1,12,0,-3,-11,9,-8
Cc1c(S(=O)(=O)N2CCN(c3cccc(C(F)(F)F)c3)CC2)c(=O)n(C)c(=O)n1C,10,-3,-6,-5,-4,8,12,-3,11
CC(=O)Oc1ccc(/C=c2\sc3ncnn3c2=O)cc1,0,-2,-5,0,-2,2,-13,17,-18
CC(C)(C)NCc1cc2ccccc2[nH]c1=O,0,6,-4,13,5,9,-34,0,2
O=C(N1CCCCCC1)N1CCN(C(=O)N2CCCCC2)CC1,14,5,4,24,5,0,9,9,4
COCCCn1c(C)nc2c(c1=O)c1nc3ccccc3nc1n2CCc1ccccc1,8,-1,-6,-4,-2,7,-24,10,3
Cc1cc(NC(=O)c2cc3n(n2)C(C(F)(F)F)CC(c2ccc(Cl)c(Cl)c2)N3)no1 (centres undefined),8,4,0,0,9,-1,2,6,1
CC1(C)CC(=O)C2=C(C1)NCN(Cc1ccc3c(c1)OCO3)C2,-13,2,-9,-3,7,5,-17,9,-2
CCC(=O)N(CCc1ccccc1C)Cc1cc2cc3c(cc2[nH]c1=O)OCO3,7,-3,1,1,-4,5,-38,9,3
N#Cc1cn(Cc2ccccc2)c2ccccc12,9,-2,4,7,-5,2,9,26,3
CS(=O)(=O)Nc1ccccc1C(=O)Nc1cccc(Cl)c1,9,5,9,nt,7,0,10,9,-18
CCOC(=O)c1[nH]c2ccc(F)cc2c1NC(=O)c1cc(OC)c(OC)c(OC)c1,7,1,-4,nt,7,-2,-1,-3,7
Cc1ccc(SCC(=O)NCC(C)C)cc1,8,6,6,nt,1,3,3,-7,8
O=C(CSc1nncs1)N1c2ccccc2Sc2ccccc21,-3,1,-1,nt,5,2,-3,5,-14
Cn1c(COc2ccccc2)nnc1SCC(=O)Nc1ccc(N2CCOCC2)c(Cl)c1,8,-5,-9,-2,-4,-3,-24,5,8
CCOc1ccccc1N(CC(=O)NC1CCCCC1)S(C)(=O)=O,-4,5,3,-1,7,1,0,-4,-18
c1ccc2c3nnc4n(c-3nc2c1)CCCS4,5,-11,-1,16,-6,-3,-35,-9,13
COC(=O)COC(=O)c1ccc(-n2nnnc2SC)cc1,-1,-8,1,5,0,1,1,1,3
O=C(CN(c1ccccc1F)S(=O)(=O)c1ccccc1)N1CCCCCC1,10,nt,nt,28,nt,4,13,5,4
CC(C)(C)C(=O)c1no[n+]([O-])c1/C(=N/O)C(C)(C)C,11,-3,-6,26,-7,10,12,12,-10
O=C(c1ccc2c(c1)OCO2)N1CCN(c2ccc(F)cc2)CC1,1,3,0,0,4,0,3,4,2
CCOC(=O)N1CCN(C(=O)CCN2C(=O)COc3ccccc32)CC1,10,6,-7,6,10,11,16,-3,-11

# Profiles as entered above:
# CC(NC(=O)C1CC1)C(c1cccs1)N1CCN(c2ccccc2)CC1 (centres undefined) reads CatG inh = 11; ROCK2 inh = 0; JNK3 inh = -4; CatL inh = 2; PKA inh = 2; FXIa mix inh = 1; C1s inh = 6; CatS inh = 8; FXIIa inh mix = 7
# O=S(=O)(c1ccccc1)N(Cc1nc(-c2ccccc2)no1)C1CCCCC1 reads CatG inh = 0; ROCK2 inh = 7; JNK3 inh = 0; CatL inh = 0; PKA inh = 3; FXIa mix inh = 2; C1s inh = -2; CatS inh = 5; FXIIa inh mix = -16

# Rows are unselected; about 1.5% have a hit in one of these screens.
